Shiga inhibitor = blocks Shiga toxin action in Vero cells; Vero cells, Shiga toxin protein synthesis inhibition reporter; inhibition, % at 38.7 µM; 290,000 tested, 9.2% active; AID 2315; in the data active = inhibition mostly above about 28%, no sharp cut-off; inactive = mostly below about 43%; note: 0% is about no effect
FBPA Giardia inh = Giardia lamblia aldolase inhibition | Potency, µM (doses to about 59.6 µM), inactives show at the top dose activity, negative = inhibition, hits mostly inhibitors | purified Giardia FBPA | 290,000 tested, 0.71% active | AID 2451; note: potency is the fitted concentration of half-maximal effect; % is set by controls: 0 for no effect and ±100 for the full control effect; nearly all actives have a fitted effect of over 55% in size
Target sequence (A8B2U2 whole entry, looked up): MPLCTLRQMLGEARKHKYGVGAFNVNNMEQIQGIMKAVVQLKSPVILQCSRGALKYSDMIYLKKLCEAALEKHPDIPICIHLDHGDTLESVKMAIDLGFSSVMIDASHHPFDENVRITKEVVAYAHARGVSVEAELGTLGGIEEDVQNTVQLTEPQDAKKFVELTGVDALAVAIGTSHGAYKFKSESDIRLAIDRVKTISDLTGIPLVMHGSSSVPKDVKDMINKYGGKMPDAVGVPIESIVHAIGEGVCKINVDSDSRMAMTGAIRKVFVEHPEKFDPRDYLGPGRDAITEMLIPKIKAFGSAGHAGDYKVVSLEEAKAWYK
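Giardia FBPA (40 nM reagent) was preincubated 10 min at RT with compound (up to 57.5 uM final), then substrate plus GAPDH/TPI/NAD/arsenate coupling system with diaphorase/resazurin was added; resorufin fluorescence (525/598 nm) was read after 20 min.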
AmpC detergent = AmpC beta-lactamase inhibition with detergent present; Potency, µM (series often up to 114 µM), inactives show at the top dose activity change, negative = inhibition, most hits filed as inhibitors; AID 485294; 370,000 tested, 0.041% active; P00811; AmpC hydrolysis of nitrocefin, absorbance 480 nm, 0.01% Triton;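 note: potency is the fitted concentration of half-maximal effect; 0% = no-compound wells and -100% = no-enzyme wells; nearly all actives have a fitted effect of over 25% in size; some results filed as inactive show a strong effect at the top dose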
Target sequence (P00811 whole entry, looked up): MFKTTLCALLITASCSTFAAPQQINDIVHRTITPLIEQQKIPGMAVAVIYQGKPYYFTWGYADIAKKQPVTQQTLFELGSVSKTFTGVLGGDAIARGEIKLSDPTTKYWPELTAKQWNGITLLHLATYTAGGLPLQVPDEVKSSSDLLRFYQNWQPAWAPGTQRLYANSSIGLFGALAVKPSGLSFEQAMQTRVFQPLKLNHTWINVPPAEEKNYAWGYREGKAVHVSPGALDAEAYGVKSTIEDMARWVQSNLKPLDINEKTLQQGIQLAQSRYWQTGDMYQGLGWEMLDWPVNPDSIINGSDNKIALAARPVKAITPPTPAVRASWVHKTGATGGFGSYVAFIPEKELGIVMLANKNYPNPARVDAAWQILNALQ
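20 mM phosphate pH 7.0 + 0.01% (detergent screen) or 0.0001% Triton X-100; 5.3 nM AmpC reagent; cpd preinc 15 min RT; nitrocefin (800 uM stock) to start; A480 q20 s × 4 min; Activity was normalised to no-enzyme and no-compound control wells.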
HCMV inh = human cytomegalovirus inhibition. HFF cells, HCMV-luciferase reporter, 72 h; active compounds read low. activity change, negative = inhibition, % at 57.5 µM. 410,000 tested, 4.5% active. AID 1259415; in the data active = activity change below about -60%; inconclusive = no clear call, values can overlap the other calls; inactive = above about -39%; note: % is set by controls: 0 for no effect and ±100 for the full control effect
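Screen run at 2 compound doses on HFFs infected with reporter HCMV, MOI 1 PFU/cell. Luciferase activity from cell lysates at 72 h post infection gave inhibition relative to buffer-only and Salinomycin wells.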
Cycloheximide cs = counter-screen for Shiga toxin inhibitors: cycloheximide protein synthesis inhibition; cell reporter, cycloheximide protein synthesis inhibition counterscreen; max response, %; 300,000 tested, 12% active; in the data active = max response mostly above about 13%, no sharp cut-off; inactive = mostly below about 14%; note: read at 38.3 µM for the half of the compounds with a filed dose; 0% is about no effect
AMA1 RON2 block = AMA1-RON2 (P. falciparum) interaction inhibition; Potency, µM (titrated, usually from 58.2 µM), without a hit: at the highest dose activity change, negative = inhibition, most hits filed as inhibitors; 360,000 tested, 0.2% active; AlphaScreen AMA1-biotinylated RON2 peptide binding;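 note: potency is the fitted concentration of half-maximal effect; 0% = vehicle wells and -100% = peptide control; nearly all actives have a fitted effect of over 45% in size; some results filed as inactive show a strong effect at the top dose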
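AMA1 (3D7) with his tag at 25 nM final met compounds first, then biotinylated RON2 peptide at 25 nM; detection used donor plus acceptor beads, 10 µg/mL apiece, read by AlphaScreen after 30 min at room temperature.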
AmpC no deterg = blocks E. coli AmpC beta-lactamase in detergent-free assay; Potency, µM (doses to about 57.1 µM), for the others: top-dose activity change, negative = inhibition, usual class: inhibitors; 330,000 tested, 0.52% active; AmpC nitrocefin hydrolysis, absorbance 480 nm, 0.0001% Triton; P00811;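 note: potency is the fitted concentration of half-maximal effect; plate controls were no compound for no effect and no enzyme for full effect; nearly all actives have a fitted effect of over 20% in size; some results filed as inactive show a strong effect at the top dose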
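AmpC (5.3 nM in the dispensed reagent) in 20 mM phosphate pH 7.0 with 0.01% (detergent screen) or 0.0001% Triton X-100 was preincubated with compounds for 15 min at room temperature. Nitrocefin was then added from an 800 uM solution, and hydrolysis was followed at 480 nm.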
Numbers without * were called inactive; ? = inconclusive; . = not tested or not shown; & = joins results of further samples; [ ] = another dose, or the depositor's remark. Unless noted, calls come from the whole dose curve; as a rule, active = well fitted curve in the direction sought with a large enough effect; inconclusive = small, poorly fitted or top-dose-only effect, or another doubt; inactive = no such curve, though single readings can be large; an effect the other way counts as inactive or inconclusive. Compounds as they come; about 16% have a hit in one of these screens.

SMILES,Shiga inhibitor,FBPA Giardia inh,AmpC detergent,HCMV inh,Cycloheximide cs,AMA1 RON2 block,AmpC no deterg
CC(=O)OCC1OC(Sc2cccc3cccnc23)C(OC(C)=O)C(OC(C)=O)C1OC(C)=O (stereo not given),-30,-5%,?,44,-3,-3%,73%[activator]
CN(C(=O)COC(=O)/C=C/c1ccc2ccccc2n1)c1c(N)n(Cc2ccccc2)c(=O)[nH]c1=O,.,.,-1%,-30,.,25%,-2%
C[C@H](NS(=O)(=O)c1ccc2c(c1)OCCCO2)C(=O)N1CCN(Cc2ccccc2)CC1,.,.,-9%,-9,.,-11%,60%
CN(CC(=O)Nn1cnnc1)S(=O)(=O)c1ccc(Br)cc1,13,4%,-6%,54,-1,-5%,-10%
COc1ccc(OC)c(CN2C(=O)c3ccccc3C2C(=O)NCc2cccnc2)c1 (stereo not given),2,3%,?,6,-2,-4%,-8%
C=CCN1CC(=O)N2C(c3ccccc3)c3[nH]c4ccccc4c3C[C@H]2C1=O (stereo not given in full),-9,8%,-2%,52,18,-3%,-5%
CCOCCCn1c(SCC(=O)NCc2ccco2)nc2c(sc3ccccc32)c1=O,46,-6%,?,-27,32*,9%,33%
N#CCNc1ccc([N+](=O)[O-])cc1C#N,-7,-22%,-8%,21,-1,10%,-11%
CCc1sc(C(=O)NCc2ccco2)cc1C,64*,12%,-8%,20,13,5%,-31%
Nc1cc(-c2ccccc2)ccc1O,29*,-24%&-19%,?,-9,37*,47%[activator],-22%&-40%
Cc1cc(C(=O)N2CCCC(N3CCN(c4cccc(C(F)(F)F)c4)CC3)C2)c(C)o1 (stereo not given),-1,4%,-16%,46,-1,-4%,154%[activator]
CCCN1CCC(=O)N([C@H](COc2ccccc2)Cc2ccccc2)CC1,-4,-8%,-19%,31,-3,-14%,49%
O=C(NC1CC1)c1ccc(-c2ccccc2)cc1,97*,3%,5%,27,43*,14%,-3%
S=C(NCC1CCCO1)N1CCN(c2nc(-c3ccc(Cl)cc3)cs2)CC1 (stereo not given),-7,-11%,-3%,-63*,-2,-18%,29%
CCN1CCN(CCNC(=O)c2ccc3nc(-c4cccc(C)c4)c(-c4cccc(C)c4)nc3c2)CC1,1,.,2%,-109*,1,5%,51%[activator]
NC(=O)C1(N2CCCCC2)CCN(C(=O)NC2CCCCC2)CC1,-36,3%,2%,-5,-4,1%,-9%
Cn1ncc(Cl)c1C(=O)Nc1ccc2c(c1)OCO2,47,.,-4%,51,21*,-13%,-2%
CCOC(=O)NC(NCC(O)c1ccccc1)(C(F)(F)F)C(F)(F)F (stereo not given),-8,0%,5%,16,9,2%,-11%
Cc1ccc(C(=O)C2COC(=O)C2)cc1 (stereo not given),-15,3%,2%,-14,1,-5%,-11%
CCOC(=O)c1ccccc1NC(=O)CSc1ncc(C(=O)OCC)c(N)n1,26,0%,0%,17,7,1%,16%
COc1ccc(Br)cc1CNCCc1cccc(Cl)c1,-10,-27%,1%,39,-3,-19%,5%
COCCn1nnnc1C(c1ccc(Cl)cc1)N1CCSCC1 (stereo not given),-11,-1%,1%,-1,6,14%,28%
O=C(CN1C(=O)COc2ccc(Cl)cc21)NCC1CCCO1 (stereo not given),10,0%,?,-15,-3,6%,-1%
COc1ccccc1-c1nc(SCC(=O)Nc2cc(C)on2)c2c(=O)n(C)c(=O)n(C)c2n1,20,.,5%,-4,-2,23%,-8%
O=C(Nc1ncccn1)C12CC3CC(CC(C3)C1)C2,3,6%,1%,7,-2,-10%,-12%
O=C(NCc1cccs1)c1csc2ccccc12,33,-1%,-1%,-1,25*,-2%,-25%
COCCN(C(=O)CCC(=O)Nc1ccccn1)C(C(=O)NC(C)(C)C)c1ccc(OC)cc1 (stereo not given),-7,.,-3%,-17,-4,8%,-4%
COc1ccc(OC)c(NC(=O)c2ccccc2N(C)S(=O)(=O)c2ccc(C)cc2)c1,-7,3%,?,17,-3,-6%,6%
O=c1cc(-c2ccc(Cl)cc2)[nH][nH]1,3,4%,-13%,-20,-3,7%,11%
CCOc1ccc(NC(=O)c2ccccc2OCC(=O)c2ccc(C)cc2)cc1,20,0%,?,-24,-4,-14%,-17%

Compound profiles (already shown). Screens in order: Shiga inhibitor | FBPA Giardia inh | AmpC detergent | HCMV inh | Cycloheximide cs | AMA1 RON2 block | AmpC no deterg
Profile of `CCOCCCn1c(SCC(=O)NCc2ccco2)nc2c(sc3ccccc32)c1=O` = 46 | -6% | ? | -27 | 32* | 9% | 33%
Profile of `O=C(NCc1cccs1)c1csc2ccccc12` = 33 | -1% | -1% | -1 | 25* | -2% | -25%

Other structures.
SMILES,Shiga inhibitor,FBPA Giardia inh,AmpC detergent,HCMV inh,Cycloheximide cs,AMA1 RON2 block,AmpC no deterg
COc1ccc(C)cc1NC(=O)C1COc2ccccc2O1 (stereo not given),103*,-1%,2%,-12,38*,-6%,-24%
COc1ccccc1S(=O)(=O)NCc1ccc(C(=O)NC2CCC(O)CC2)cc1 (stereo not given),.,.,-6%,-3,.,-4%,-15%
Cc1ccc(S(=O)(=O)NCC(=O)N2CCN(c3ccc(F)cc3)CC2)cc1,-8,.,-6%,23,-2,0%,-2%
CCCC(C(=O)N(C)CC(=O)Nc1ccc(N2CCOCC2)cc1)c1ccccc1 (stereo not given),.,.,-1%,-2,.,36%[activator],23%
NC(=O)COc1ccccc1C1=NO[C@@](CC(=O)O)(C(=O)Nc2ccc3c(c2)OCCO3)C1,31,-17%,-2%,-1,19*,0%,-6%
O=C(NC1CCCCC1)c1ccc(Cl)c(NC(=O)c2ccccc2F)c1,-6,3%,-2%,.,-2,.,-28%
CC(=O)Nc1cccc(/C(C)=N/NC(=S)NC(C)C)c1,67*,-10%,-15%,-3,28*,22%,-16%
O=C(O)CCC(=O)OCC1CCCCC1,-4,4%,?,5,-2,3%,-20%
CCc1noc(C)c1C(=O)Nc1nc(-c2ccc(OC)cc2OC)cs1,.,.,-21%,?,.,0%,?
O=C(CC1N=C2c3ccccc3N=C(SCc3ccccc3Cl)N2C1=O)NCc1ccco1 (stereo not given),38*,-11%,-3%,?,18*,-10%,35%
CCn1cnc2cc(NCc3ccncc3)ccc21,32,-29%,?,-39,1,8%,-42%
NC(=O)CCn1c(=O)oc2ccccc21,-13,0%,-6%,4,-3,6%,-8%
O=C(C(=O)c1ccc(O)cc1)c1ccccc1,17,-2%,2%,-2,2,-1%,-18%
NC(=O)CSc1nnc(Cn2c(=O)sc3ccccc32)n1CCc1ccccc1,-2,5%,?,-1,-3,6%,4%
Cc1nc2sc(C(c3ccccc3)N3CCC(O)CC3)c(O)n2n1 (stereo not given),-6,-10%,-6%,29,-3,70%[activator],-8%
CN(CC(=O)Nc1ccc(Cl)cc1)C(=O)c1sccc1-c1ccccc1,.,.,4%,0,.,46%[activator],-22%
CC1CCCN(S(=O)(=O)c2cccc3nonc23)C1 (stereo not given),-13,.,3%,?,-3,-6%,-8%
NC(=O)C1CCN(c2nc(C3CC3)nc3c2nnn3Cc2ccccc2)CC1,-11,5%,-4%,-34,-1,-4%,0%
CC(C)CN(C(=O)COC(=O)Cc1cccc2ccccc12)c1c(N)n(Cc2ccccc2)c(=O)[nH]c1=O,.,.,-14%,?,.,2%,-31%
Nc1c(C(=O)Nc2ccc(F)cc2)nnn1-c1cccc(C(F)(F)F)c1,21,0%,0%,?,15*,-6%,-41%
CCCSc1ccc(-c2nn(-c3ccccc3)cc2/C=C(/C#N)C(=O)N2CCOCC2)cc1,0,0%,?,-15,16*,-32%,65%[activator]
Cc1ccc(C)c(NCC(=O)NNC(=S)Nc2ccccc2)c1,-6,6%,1%,25,-4,109%[activator],-22%
CC(=O)Nc1ncc2c(n1)CC(c1ccco1)CC2=O (stereo not given),-5,-18%,5%,33,-2,-5%,-20%
Fc1ccc2c(c1)C(c1ccncc1)=NNC(c1ccccc1)=N2,72*,-5%,-6%,-13,62*,26%,-20%
O=C(NNC(=O)c1ccc(NC(=O)C2CC2)cc1)c1ccc(F)cc1,-5,.,-7%,-31,6,4%,-16%
Cc1ccc(C(=O)CSc2nnc3n2CCCCC3)s1,.,.,-6%,7,.,0%,-3%
CC(=O)NC1C(O)O[C@H](C(=O)O)[C@@H](O)[C@@H]1O (stereo not given in full),-5,6%,.,.,14,.,.
Cn1c(C(=O)Nc2ccc3c(c2)OCO3)cc2sccc21,92*,?,?,183,39,?,-25%
O=C(CN1C(=O)CCC1=O)NCC12CC3CC(CC(C3)C1)C2,-9,-1%,-9%,5,10,-8%,.
S=C(NCCc1ccccn1)NC1CC2CCC1C2 (stereo not given),43,2%,1%,35,27*,-11%,-8%

Filtered by structure: those above with a cyano group.
SMILES,Shiga inhibitor,FBPA Giardia inh,AmpC detergent,HCMV inh,Cycloheximide cs,AMA1 RON2 block,AmpC no deterg
N#CCNc1ccc([N+](=O)[O-])cc1C#N,-7,-22%,-8%,21,-1,10%,-11%
CCCSc1ccc(-c2nn(-c3ccccc3)cc2/C=C(/C#N)C(=O)N2CCOCC2)cc1,0,0%,?,-15,16*,-32%,65%[activator]

(continued)
SMILES,Shiga inhibitor,FBPA Giardia inh,AmpC detergent,HCMV inh,Cycloheximide cs,AMA1 RON2 block,AmpC no deterg
Cc1cc(Cl)c2oc(C(=O)NCCC3CCCCO3)c(C)c2c1 (stereo not given),87*,.,1%,75,22,4%,99%[activator]
CCc1cc(=O)oc2c3c(cc(OCC(=O)NCc4ccco4)c12)OC(C)(C)CC3,34*,-4%,?,.,33*,-19%,20%
CCCCN(c1ccccc1)S(=O)(=O)c1cccc(C(=O)O)c1,12,?,4%,-39,-1,12%,-38%
O=c1c2cc(NC(=S)NC3CCN(Cc4ccccc4)CC3)ccc2nc2n1CCCCC2,-2,0%,-3%,-31,-1,-1%,24%
O=S(=O)(N1CCOCC1)n1cnc2ccccc21,-6,0%,1%,-7,11,-5%,-20%

Compound activity deposited in PubChem BioAssay by National Center for Advancing Translational Sciences (NCATS).
